From PubChem
GAA inhib – qHTS Assay for Inhibitors of Human alpha-Glucosidase as a Potential Chaperone Treatment of Pompe Disease; purified human GAA, 4-MU-alpha-glucoside fluorescence; Potency, µM (titrated, usually from 76.9 µM), for inactives: at the highest dose activity change, negative = inhibition, hits mostly inhibitors; actives 0.005% (n = 200,000);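 also: potency is read from the fitted curve at half-maximal effect; plate controls were uninhibited enzyme wells for no effect and no-enzyme background for full effect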
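Enzyme (4 nM final) mixed with compound (up to 77 uM), then 4-MU-alpha-D-pyranoside (400 uM final) added; 20 min at room temperature, pH 5.0. Reaction stopped at pH 10, fluorescence read, AC50 derived by Hill fit.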
GAA spleen mod – qHTS Assay for Inhibitors and Activators of Human alpha-Glucosidase From Spleen Homogenate; human spleen homogenate, 4-MU-alpha-glucoside fluorescence; Potency, µM (series often up to 79.9 µM), inactives show at the top dose activity change, negative = inhibition, hits mostly inhibitors; actives 0.006% (n = 240,000); AID 2112, 2009;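 also: potency is read from the fitted curve at half-maximal effect; 0% = enzyme with vehicle and -100% = no enzyme basal signal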
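AC50 values come from Hill-equation fits of concentration-response data, normalized to no-enzyme and full-activity controls. Enzyme source: 1 ug human spleen homogenate; 1 mM fluorogenic 4-MU glucoside, pH 5.0 citrate buffer, 37 C, 40 min.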
GAA glycogen – qHTS Assay for Inhibitors and Activators of Human alpha-Glucosidase Cleavage of Glycogen; Lysosomal alpha-glucosidase (Homo sapiens), P10253; recombinant GAA, glycogen substrate, Amplex Red glucose oxidase fluorescence; Potency, µM (top dose mostly 76.4 µM), inactives show top-dose activity change, negative = inhibition, most hits filed as inhibitors; actives 0.38% (n = 300,000);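 also: potency is read from the fitted curve at half-maximal effect; 0% = full enzyme reaction and -100% = no-enzyme basal signal; the screen sought inhibitors and activators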
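Recombinant enzyme (4 nM final) with compounds titrated up to 77 uM and bovine liver glycogen (30 ug) in citrate pH 5.0, 0.01% Tween-20, 37 C 40 min. Released glucose detected by Amplex Red/glucose oxidase (Ex 573/Em 610); AC50 from Hill fits.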
HTT ATP protect – qHTS Multiplex Assay to Identify Dual Action Probes in a Cell Model of Huntington: Cytoprotection (ATP) | PC12 HTT-Q103 induced, cytoprotection, ATP luminescence, 40 h | Potency, µM (doses to about 56.4 µM), for inactives: cytoprotection (ATP increase), actives largely listed as activators | actives 0.14% (n = 230,000) | AID 1471, 2008;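 also: potency is read from the fitted curve at half-maximal effect; % of control where 0% means no effect; nearly all actives have a fitted effect of over 45% in size; toxic huntingtin expression switched on by the ecdysone agonist tebufenozide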
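Huntington model: PC12 line, ecdysone-inducible HTTQ103 exon1–GFP, tebufenozide 100 nM. Test articles in a dose series. Endpoint luminescence from cellular ATP.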
CBFb RUNX1 block – qHTS Assay for Compounds Blocking the Interaction Between CBF-beta and RUNX1 for the Treatment of Acute Myeloid Leukemia | AID 1477, 2009 | Potency, µM (titrated, usually from 59.8 µM), for the others: at the highest dose activity, negative = inhibition, actives largely listed as inhibitors | Runt-related transcription factor 1 (Homo sapiens) + Core-binding factor subunit beta … | AlphaScreen CBFb-His/RUNX1-biotin binding, biochemical | 230,000 tested, under 10 active; also: % of control where 0% means no effect
Target sequence (Q01196 whole entry, looked up): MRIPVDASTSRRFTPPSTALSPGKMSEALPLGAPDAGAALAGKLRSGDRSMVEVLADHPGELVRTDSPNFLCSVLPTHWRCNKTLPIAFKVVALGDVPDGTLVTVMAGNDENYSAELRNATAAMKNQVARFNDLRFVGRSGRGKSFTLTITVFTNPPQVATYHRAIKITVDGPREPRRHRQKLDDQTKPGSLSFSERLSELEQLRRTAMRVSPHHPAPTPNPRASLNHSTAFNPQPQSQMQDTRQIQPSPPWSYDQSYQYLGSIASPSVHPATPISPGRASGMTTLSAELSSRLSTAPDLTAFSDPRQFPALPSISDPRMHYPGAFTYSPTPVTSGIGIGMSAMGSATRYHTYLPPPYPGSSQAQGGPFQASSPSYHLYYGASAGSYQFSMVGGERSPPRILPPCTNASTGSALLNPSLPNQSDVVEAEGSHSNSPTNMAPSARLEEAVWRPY
Target sequence (Q13951 whole entry, looked up): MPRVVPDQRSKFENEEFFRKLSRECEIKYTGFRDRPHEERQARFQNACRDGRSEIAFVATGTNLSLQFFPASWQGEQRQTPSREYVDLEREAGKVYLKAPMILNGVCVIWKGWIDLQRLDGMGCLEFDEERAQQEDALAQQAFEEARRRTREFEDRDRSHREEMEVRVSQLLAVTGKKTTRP
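Interaction loss through any mechanism counts as activity. Pre-formed complex of His-CBF-beta and biotin-RUNX1 (30 nM apiece) is incubated with compound 15 min, then with 50 ng nickel and 50 ng streptavidin beads for 90 min before AlphaScreen detection.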
HttQ103 aggreg – qHTS Multiplex Assay to Identify Dual Action Probes in a Cell Model of Huntington: Aggregate Formation (GFP) | PC12 HttQ103-GFP aggregates, Acumen cytometry, 40 h | Potency, µM (series often up to 46.1 µM), for inactives: at the highest dose activity change, negative = inhibition, usual class: inhibitors | actives 1.1% (n = 220,000); also: potency is read from the fitted curve at half-maximal effect; % is scaled to controls: 0 for no effect and ±100 for the full control effect; nearly all actives have a fitted effect of over 60% in size
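PC12/HTTQ103-GFP, ecdysone-inducible; teb 100 nM; cpd qHTS titration; GFP aggregates read on laser cytometer, Ex 488/Em 500-530 nm.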
Lamin A splicing – qHTS Assay for Modulators of Lamin A Splicing; AID 1487, 2009; actives 0.01% (n = 200,000); HeLa LMNA splicing GFP/RFP minigene ratio, 48 h; Potency, µM (top dose mostly 46.1 µM), for the others: at the top dose ratio change, negative = inhibition, actives largely listed as inhibitors; active = well fitted inhibition curve with a large enough effect in the signal ratio, with a control signal flat, not every such curve was filed as active; inconclusive = small, poorly fitted or top-dose-only effect, or effect the other way, or a change in a side signal; the % refers to the signal ratio; also: potency is read from the fitted curve at half-maximal effect; % is scaled to controls: 0 for no effect and ±100 for the full control effect
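S3 HeLa cells stably expressing lamin A-EGFP splicing minigene plus DsRed2, 600 cells/well, 48 h compound exposure at 37C. Laser-scanning cytometry; analysed as GFP (500-530 nm)/RFP (575-640 nm) total intensity ratio; 0.5% DMSO vehicle.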
* hit, by the source's call; [ ] = another dose, or the depositor's remark. Unless noted, calls follow the shape of the dose curve; as a rule, active = well fitted curve in the direction sought with a large enough effect; inconclusive = small, poorly fitted or top-dose-only effect, or another doubt; inactive = no such curve, though single readings can be large; an effect the other way counts as inactive or inconclusive.

O=c1c2c3c(sc2nc2n1CCCS2)CCCC3 was read as GAA inhib 2.3%, GAA spleen mod -19.2%, GAA glycogen -3.3%, HTT ATP protect 13.3%, CBFb RUNX1 block -6.0%, HttQ103 aggreg 2.3% and Lamin A splicing -1.8%.
Screening Cn1nccc1C(=O)N1CCN(c2ccc(F)cc2)CC1 returned GAA inhib 1.8%, GAA spleen mod -5.4%, GAA glycogen -8.7%, HTT ATP protect 2.2%[10 µM], CBFb RUNX1 block -12.3%, HttQ103 aggreg -9.1% and Lamin A splicing -10.1%.
For O=C(c1cccc(S(=O)(=O)Nc2cccc(C(F)(F)F)c2)c1)N1CCOCC1 the results were GAA spleen mod -11.2%, GAA glycogen 4.0%, HTT ATP protect 8.9%[10 µM], CBFb RUNX1 block 11.0% and HttQ103 aggreg -8.3%[9.22 µM].
`CCOc1ccc(OCc2cccc(C(=O)N3CCCC3)c2)cc1` gave GAA inhib -4.6%, GAA spleen mod 1.2%, GAA glycogen 6.7%, HTT ATP protect -120.7%[inhibitor][0.074 µM], CBFb RUNX1 block 0.3%, HttQ103 aggreg 15.2% and Lamin A splicing -13.0%.
CC(C)OCCCn1c(-c2ccco2)nc2nc3ccccc3nc21 was read as GAA inhib inconclusive, GAA spleen mod inconclusive, GAA glycogen -2.5%, HTT ATP protect -22.2%[0.074 µM], CBFb RUNX1 block 12.2%, HttQ103 aggreg -14.8% and Lamin A splicing -20.9%.
For Cc1ccc(-n2nnc(-c3cccnc3Cl)n2)cc1 the results were GAA spleen mod -3.2%, GAA glycogen -7.3%, HTT ATP protect -25.6%[10 µM], CBFb RUNX1 block 23.3% and HttQ103 aggreg -16.3%[9.22 µM].
Screening CC(=O)Nc1ccc(C(=O)N(C)C(C(=O)Nc2ccc(C)cc2)c2ccccn2)cc1 (stereo not drawn) returned GAA inhib -1.6%, GAA spleen mod -1.6%, GAA glycogen 7.4%, HTT ATP protect 7.7%[10 µM], CBFb RUNX1 block -2.1%, HttQ103 aggreg 0.3% and Lamin A splicing 0.0%.
COc1cccc(/C=C2\SC(=S)N(N3C(=O)CCCC3=O)C2=O)c1 was read as GAA inhib -7.0%, GAA spleen mod 1.4%, GAA glycogen -9.4%, CBFb RUNX1 block -21.0%, HttQ103 aggreg -10.0% and Lamin A splicing -17.3%[46 µM].
Cc1ccc(S(=O)(=O)CCC(=O)N2CCN(c3ccc(Cl)cc3)CC2)cc1 was read as GAA inhib -2.1%, GAA spleen mod -7.7%, GAA glycogen 2.0%, HTT ATP protect 25.1%[10 µM], CBFb RUNX1 block 0.8%, HttQ103 aggreg inconclusive and Lamin A splicing inconclusive.
Screening Cc1nc(N(C)C)c2sc(=S)n(-c3ccccc3)c2n1 returned GAA inhib 2.6%, GAA spleen mod 2.1%, GAA glycogen -2.8%, HTT ATP protect 13.2%, CBFb RUNX1 block -3.1% and HttQ103 aggreg -18.1%.
For Cc1ccc(S(=O)(=O)NC(=O)Nc2cc(C)ccc2F)cc1 the results were GAA inhib -6.9%, GAA spleen mod 2.2%, GAA glycogen 1.0%, HTT ATP protect 1.3%, CBFb RUNX1 block 10.7%, HttQ103 aggreg -4.5% and Lamin A splicing inconclusive.
Screening O=C(Nc1cccc(Cl)c1)N1CCN(C2c3ccccc3-c3ccccc32)CC1 returned GAA spleen mod -2.6%, GAA glycogen 2.3%, HTT ATP protect 28.8%[10 µM], CBFb RUNX1 block 1.8% and HttQ103 aggreg 23.1%[9.22 µM].
`CC(C)(C)C(=O)N1CCn2c1nc1ccccc12` gave GAA inhib inconclusive, GAA spleen mod 7.2%, GAA glycogen -9.3%, HTT ATP protect -3.2%[10 µM], CBFb RUNX1 block -6.5%, HttQ103 aggreg -2.4%[9.22 µM] and Lamin A splicing -8.9%[46 µM].
For COc1ccc(CCNC(=O)c2ccc(N3CCCC3=O)cc2)cc1 the results were GAA inhib -2.9%, GAA spleen mod 2.5%, GAA glycogen 11.6%, HTT ATP protect -14.9%, CBFb RUNX1 block 2.6%, HttQ103 aggreg 6.8% and Lamin A splicing 5.3%.
Cc1c(NC(=O)CCCCCN2C(=O)C3C4C=CC(C4)C3C2=O)c(=O)n(-c2ccccc2)n1C (stereo not drawn) was read as GAA inhib -1.2%, GAA spleen mod 6.7%, GAA glycogen 4.0%, HTT ATP protect 15.5%[10 µM], CBFb RUNX1 block 7.9%, HttQ103 aggreg 3.4% and Lamin A splicing -15.2%.
For Cc1ccc(CCc2nnc(SCC(=O)Nc3ccccc3Cl)n2-c2ccccc2)o1 the results were GAA inhib 7.7%, GAA spleen mod -0.7%, GAA glycogen -4.3%, HTT ATP protect 3.8%[10 µM], CBFb RUNX1 block -7.8%, HttQ103 aggreg -8.4% and Lamin A splicing -8.7%.
For Cc1ccc(N/C=C(\C#N)S(=O)(=O)c2ccccc2)cc1 the results were GAA inhib -29.3%, GAA spleen mod 6.0%, GAA glycogen -9.6%, HTT ATP protect -0.4%[10 µM], CBFb RUNX1 block -10.2% and HttQ103 aggreg -12.0%.
Screening CCCc1nc(S(=O)(=O)Cc2ccc(Cl)cc2Cl)n[nH]1 returned GAA inhib 3.9%, GAA spleen mod 5.1%, GAA glycogen -7.5%, HTT ATP protect -26.5%, CBFb RUNX1 block 1.3%, HttQ103 aggreg 6.4% and Lamin A splicing -8.7%.
Screening O=C(COC(=O)c1ccc(=O)[nH]c1)Nc1cccc(S(=O)(=O)N2CCOCC2)c1 returned GAA inhib -0.9%, GAA spleen mod -0.4%, GAA glycogen -10.0%, HTT ATP protect 0.9%[10 µM], CBFb RUNX1 block 7.9% and HttQ103 aggreg -1.9%[9.22 µM].
For CCOc1cc(C(=S)N2CCCCC2)ccc1OS(=O)(=O)c1ccc(Cl)cc1 the results were GAA inhib -2.2%, GAA spleen mod -5.9%, GAA glycogen -6.3%, HTT ATP protect 3.1%, CBFb RUNX1 block -7.5%, HttQ103 aggreg -32.5% and Lamin A splicing -17.6%.
Cc1ccc(NC(=O)CC2COc3ccccc3O2)cc1 (stereo not drawn) was read as GAA inhib 5.5%, GAA spleen mod -7.9%, GAA glycogen 3.0%, HTT ATP protect -5.8%, CBFb RUNX1 block 1.5%, HttQ103 aggreg -7.7% and Lamin A splicing 6.0%.
`COc1ccccc1Nc1ccc(C(=O)NC2CCCCC2)cn1` gave GAA inhib -0.5%, GAA spleen mod -19.8%, GAA glycogen 4.5%, HTT ATP protect -7.9%[10 µM], CBFb RUNX1 block 5.1%, HttQ103 aggreg -8.0% and Lamin A splicing 15.1%.
COc1ccc(NC(=O)c2coc3ccccc23)cc1OC was read as GAA inhib 1.3%, GAA spleen mod -2.1%, GAA glycogen -4.0%, HTT ATP protect -34.6%, CBFb RUNX1 block -3.3%, HttQ103 aggreg 1.8% and Lamin A splicing 4.4%.
`CCOC(=O)C1(CCCc2ccccc2)CCN(C(=O)COC)CC1` gave GAA spleen mod -0.8%, GAA glycogen -0.8%, HTT ATP protect 1.5%[10 µM], CBFb RUNX1 block 9.7% and HttQ103 aggreg 11.0%[9.22 µM].
CSc1ccc(CN(C)CC(=O)NCc2ccccc2)cc1 was read as GAA inhib -1.8%, GAA spleen mod -1.5%, GAA glycogen -15.5%, HTT ATP protect -32.8%[inhibitor], CBFb RUNX1 block -9.8% and HttQ103 aggreg 3.2%.
Screening CCOc1ccc(NC(=O)Cn2nnc(C(=O)NCc3ccco3)c2N)cc1 returned GAA inhib -1.6%, GAA spleen mod -2.6%, GAA glycogen 4.5%, HTT ATP protect -44.5%[inhibitor], CBFb RUNX1 block 8.3%, HttQ103 aggreg 13.2% and Lamin A splicing 11.1%.
Screening CC1CC(C)CN(S(=O)(=O)c2cc(C(=O)O)c(Cl)s2)C1 (stereo not drawn) returned GAA inhib -1.5%, GAA spleen mod -9.2%, GAA glycogen -0.9%, CBFb RUNX1 block 0.6%, HttQ103 aggreg -14.7% and Lamin A splicing 10.0%.
For Cc1nn(-c2cccc(C(F)(F)F)c2)c(Cl)c1/C=N/n1cnnc1 the results were GAA inhib -3.0%, GAA spleen mod -1.7%, GAA glycogen -6.3%, HTT ATP protect -19.8%, CBFb RUNX1 block 7.6%, HttQ103 aggreg 7.7% and Lamin A splicing inconclusive.
Screening Cc1ccccc1-c1ccc(Nc2ccc(C(=O)N3CCOCC3)cc2)nn1 returned GAA inhib -3.7%, GAA spleen mod -10.5%, GAA glycogen 1.2%, HTT ATP protect -10.8%, CBFb RUNX1 block 8.0%, HttQ103 aggreg inconclusive and Lamin A splicing inconclusive.
COCCNC(=O)Cn1c(=O)n(Cc2ccc(C(=O)NCCc3ccc(OC)c(OC)c3)cc2)c(=O)c2ccccc21 was read as GAA inhib 8.9%, GAA spleen mod 3.8%, GAA glycogen -12.9%, HTT ATP protect 9.3%, CBFb RUNX1 block 4.6%, HttQ103 aggreg 8.7% and Lamin A splicing 15.3%[46 µM].
O=C(NCc1ccco1)c1c(F)c(F)c(F)c(C(=O)NCc2ccco2)c1F was read as GAA inhib 11.1%, GAA spleen mod 2.6%, GAA glycogen 15.7%, HTT ATP protect 10.3%[10 µM], CBFb RUNX1 block -1.0%, HttQ103 aggreg 5.3%[9.22 µM] and Lamin A splicing 7.4%[46 µM].
`O=c1cc(-c2ccccc2)[nH]c2nc3ccccc3n12` gave GAA inhib inconclusive, GAA spleen mod 1.9%, GAA glycogen -17.9%, HTT ATP protect -129.7%[inhibitor][10 µM], CBFb RUNX1 block 14.3%, HttQ103 aggreg -5.3% and Lamin A splicing inconclusive.
CCOCCCn1c(C)nc2c(c1=O)c1nc3ccccc3nc1n2CCC1=CCCCC1 was read as GAA inhib 5.3%, GAA spleen mod 10.8%, GAA glycogen 0.2%, HTT ATP protect -16.6%, CBFb RUNX1 block 5.7%, HttQ103 aggreg inconclusive and Lamin A splicing 4.8%.
